SUMO1-SIM PPI: SUMO1-SIM interaction modulation | AID 602429 | P63165 | SUMO1 binding to a labelled peptide, TR-FRET, 1 h | inhibition, % at 20 µM | hit rate 0.33% among 360,000; in the data active means inhibition above about 37%
DNMT1 block: blocks human DNA methyltransferase DNMT1; DNMT1 molecular beacon, Hinp1I cleavage, fluorescence; inhibition (reported as % activation of signal), % at 10 µM; hit rate 0.83% among 360,000; in the data active means inhibition above about 50%
Target sequence (P26358 504-1616 limits assumed): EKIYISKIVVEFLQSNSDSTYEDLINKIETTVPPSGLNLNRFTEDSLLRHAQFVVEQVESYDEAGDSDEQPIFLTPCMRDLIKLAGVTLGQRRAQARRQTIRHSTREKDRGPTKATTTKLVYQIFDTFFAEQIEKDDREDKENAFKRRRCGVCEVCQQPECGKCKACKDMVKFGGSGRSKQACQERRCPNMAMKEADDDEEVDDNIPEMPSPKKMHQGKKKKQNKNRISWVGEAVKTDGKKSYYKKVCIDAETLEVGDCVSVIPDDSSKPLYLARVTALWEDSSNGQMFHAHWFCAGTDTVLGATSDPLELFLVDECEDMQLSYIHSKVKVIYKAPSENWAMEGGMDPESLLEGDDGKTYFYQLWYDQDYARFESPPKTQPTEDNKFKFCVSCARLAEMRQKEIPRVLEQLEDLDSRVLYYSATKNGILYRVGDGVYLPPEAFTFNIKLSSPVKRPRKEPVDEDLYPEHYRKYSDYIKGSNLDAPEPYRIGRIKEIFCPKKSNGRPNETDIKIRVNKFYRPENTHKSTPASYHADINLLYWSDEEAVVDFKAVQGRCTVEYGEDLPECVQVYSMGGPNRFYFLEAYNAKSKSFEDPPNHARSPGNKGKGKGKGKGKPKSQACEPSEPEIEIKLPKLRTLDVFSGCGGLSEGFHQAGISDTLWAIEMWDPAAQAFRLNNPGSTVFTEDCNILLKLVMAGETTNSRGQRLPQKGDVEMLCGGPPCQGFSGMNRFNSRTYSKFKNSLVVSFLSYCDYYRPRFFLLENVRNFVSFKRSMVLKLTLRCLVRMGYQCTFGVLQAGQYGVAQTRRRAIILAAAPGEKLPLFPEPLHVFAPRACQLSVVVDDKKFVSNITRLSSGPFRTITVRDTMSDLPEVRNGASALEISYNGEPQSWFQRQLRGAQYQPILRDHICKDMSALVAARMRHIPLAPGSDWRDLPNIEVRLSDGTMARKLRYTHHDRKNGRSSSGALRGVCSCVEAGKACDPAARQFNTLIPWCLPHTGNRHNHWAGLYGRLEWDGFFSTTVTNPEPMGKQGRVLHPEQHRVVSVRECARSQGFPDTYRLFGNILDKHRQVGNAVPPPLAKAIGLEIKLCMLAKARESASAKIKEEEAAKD
MsrA inh: inhibitors of bovine MsrA. purified bovine MsrA, absorbance read-out. inhibition, % at 15.5 µM. hit rate 0.75% among 360,000; in the data active means inhibition above about 4.5%;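 further: 0% = vehicle wells with enzyme and 100% = reference inhibitor wells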
NRP1-CendR mod: alters CendR peptide binding to human NRP-1 | O14786 | FAM-RPARPAR peptide binding to NRP-1, fluorescence polarization | inhibition, % at 25 µM | hit rate 0.85% among 360,000 | AID 602438;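 active means inhibition or corrected inhibition above about 18%, plus a signal ratio from 0.5 to 1.5, limit read from the data, passing the limit was not always enough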; further: strong numbers were not always called active
Scp-1 inhibitor: Scp-1 (human) phosphatase inhibition; AID 493091; Recombinant Scp1, phosphopeptide, malachite green phosphate absorbance; hit rate 0.88% among 340,000; inhibition, % at 20 µM;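 active means inhibition above about 50% at 20 µM, limit read from the data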;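 further: plate controls were DMSO wells with enzyme for no effect and wells lacking enzyme for full effect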
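Test system: SCP-1 catalytic domain; Buffer or medium: Acidic Tris acetate buffer with magnesium and detergent; Also added: Phosphorylated 17-residue peptide substrate; Compound: single 20 µM dose, 1% DMSO; Schedule: enzyme reaction 45 min at room temperature, colour 5 min, stabilisation 30 min; Signal: Phosphate-binding colour reagent, absorbance read at 630 nm.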
Tb MetRS inh: blocks T. brucei methionyl-tRNA synthetase activity | purified T. brucei MetRS, ATP depletion, Kinase-Glo luminescence | inhibition, % at 11.9 µM | hit rate 0.4% among 360,000;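 active means inhibition above a per-plate cutoff of the control wells' mean inhibition plus 3 SD, cut at about 5.5% in these data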;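 further: 0% = DMSO wells median and 100% = median of wells with control inhibitor compound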
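Assay system: T. brucei methionyl-tRNA synthetase, purified | Medium: HEPES buffer with MgCl2, KCl, DTT, spermine, BSA, pyrophosphatase | Compound: 11.9 µM single point | Incubation: 15 min enzyme-compound preincubation, 2 h reaction, 10 min detection, 25 °C | Measured by: Kinase-Glo luciferase luminescence reporting remaining unconsumed ATP | Measure: % inhibition normalized to control-well medians | Replication: Singlicate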
E coli Lon inh: inhibits E. coli Lon protease; hit rate 0.42% among 360,000; inhibition, % at 7.94 µM; purified E. coli Lon protease, fluorescence polarization; AID 602123; P0A9M0; in the data active means inhibition above about 13%, passing the limit was not always enough;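 further: 0% = enzyme with probe and DMSO and 100% = no enzyme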
LMPTP inh: blocks human LMPTP phosphatase; inhibition, % at 20 µM; P24666; hit rate 0.22% among 360,000; AID 651560; recombinant LMPTP-A, OMFP fluorogenic substrate, fluorescence intensity;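 active means compounds that cut the enzyme signal by at least half of the control window in the single-dose screen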;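 further: plate controls were DMSO wells with enzyme plus substrate for no effect and substrate without enzyme for full effect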
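Assay system: LMPTP-A, protein tyrosine phosphatase of low molecular weight / Medium: pH 6.0 Bis-Tris buffer with DTT and Triton X-100 / Schedule: 50 min enzyme reaction at room temperature, protected from light / Measured by: endpoint fluorescence intensity from OMFP dephosphorylation / Read-out basis: % inhibition relative to no-enzyme and uninhibited control wells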
STEP inh: inhibitors of human striatal-enriched phosphatase STEP | recombinant STEP, OMFP fluorogenic substrate, fluorescence | inhibition, % at 20 µM | hit rate 0.25% among 360,000 | AID 588621;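 active means inhibition at 20 µM, scaled per plate between control wells, above about 37%, limit read from the data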;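 further: 0% = DMSO with enzyme and substrate and 100% = substrate only without enzyme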
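Test system: STEP tyrosine phosphatase / Reagent: OMFP at 25 µM / Doses: 20 µM, 1% DMSO / Read-out: percent inhibition scaled to no-enzyme and uninhibited-enzyme controls, plate-pattern corrected / Detection: FITC-channel fluorescence of OMFP product / Medium: Bis-Tris buffer pH 6.0, 2.5 mM DTT, 0.005% Tween 20 / Schedule: 20 min at room temperature, dark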
bovine MsrA act: activators of bovine methionine sulfoxide reductase A; purified bovine MsrA, absorbance read-out; activation, % at 10.6 µM; hit rate 0.3% among 360,000; in the data active means activation above about 7.5%;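 further: 0% = vehicle and 100% = reference activator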
The depositor's hits bear a star; x = not tested or not shown. An unsorted share of the library; overall some 4.3% were active at least once.

SMILES	SUMO1-SIM PPI	DNMT1 block	MsrA inh	NRP1-CendR mod	Scp-1 inhibitor	Tb MetRS inh	E coli Lon inh	LMPTP inh	STEP inh	bovine MsrA act
O=C(C[n+]1ccc2ccccc2c1)c1ccc2ccc3ccccc3c2c1	-47	x	-1.6	3	x	-0.7	-2	6.5	x	2
CCC(NC(=O)Nc1cc(C)on1)(C(F)(F)F)C(F)(F)F	1	1	1.0	14	-2	-0.5	3	-0.5	3	-4
C[C@@H](C(=O)OCC(=O)NCCc1ccc(S(N)(=O)=O)cc1)N1C(=O)C2CCCCC2C1=O (some centres undefined)	-1	0	-0.2	-2	-3	-0.6	4	0.0	1	-1
CCOC(=O)C1=CN(Cc2ccco2)S(=O)(=O)NC1CC (centres undefined)	6	-6	1.1	-2	4	-0.9	11	-1.8	0	-2
O=[N+]([O-])c1ccc(N2CCN(S(=O)(=O)c3ccccc3)CC2)cc1NCCN1CCOCC1	-27	0	-0.3	6	1	-2.2	1	1.5	-3	-12
COc1cc(/C=C/c2[nH]c(=O)[nH]c(=O)c2[N+](=O)[O-])cc(OC)c1O	-14	1	4.0	-31	-10	-0.4	-1	-2.8	2	0
O=C1Nc2c(c(=O)[nH]c(=O)n2Cc2ccccc2)C1(NS(=O)(=O)c1ccccc1)C(F)(F)F (centres undefined)	0	1	0.2	9	-2	-0.8	0	-0.2	0	-6
Cc1ccc(NC(=S)Nc2ccc3[nH]c(=O)[nH]c3c2)cc1C	-3	-3	0.5	-2	-7	-0.6	5	0.3	0	-5
CC(C(=O)Nc1ccc(Br)cc1)N(C)CC(=O)NCc1ccco1 (centres undefined)	-2	-5	-1.1	-4	-2	0.3	-3	-1.9	-3	-2
CCOC(=O)c1c(C)[nH]c(C(=O)OCC(=O)c2ccccc2)c1C	-1	-2	-0.3	0	-13	-0.4	2	2.2	0	-2
O=C(C1CCC(=O)N(C2CC2)C1)N1CCN(c2cccc(Cl)c2)CC1 (centres undefined)	1	-1	-0.9	6	-10	-0.5	-3	-0.3	1	-4
O=C(COc1ccc2c(c1)CCC2)N1CCN(c2ccc(F)cc2)CC1	-1	1	-0.3	11	49	0.2	-6	1.0	-4	-5
CC(=O)Nc1ccc(S(=O)(=O)Oc2ccc(C(=S)N3CCC(O)CC3)cc2)cc1	-1	3	1.8	-1	-8	-0.8	13	0.7	-1	2
COC(=O)/C(=C1/Oc2cc3c(cc2S1)OCO3)C(F)(F)F	2	6	6.6*	-4	-12	0.0	-5	0.3	2	0
CCc1nnc(NC(=O)CSc2nnc(-c3ccccc3OC)n2-c2ccc(C)cc2)s1	11	3	-1.3	-9	-4	-0.7	-15	-0.9	-4	-3
COCCNC(=O)c1c(CSc2ccc(F)cc2)noc1C(=O)NCc1ccccc1	2	-1	1.2	-3	-6	0.2	0	-0.3	-2	-2
O=C(CSc1nccc(=O)[nH]1)N1CCCc2ccccc21	-2	0	-0.4	2	-3	0.1	-4	0.3	-1	0
CC1CCCC(C)N1CCNC(=O)CCc1nnc2n(Cc3ccccc3)c(=O)c3ccccc3n12 (centres undefined)	-14	-3	0.7	-2	-16	0.2	-2	5.3	0	1
O=C(COC(=O)Cc1ccc(Br)cc1)NC12CC3CC(CC(C3)C1)C2	2	0	-0.5	2	-8	0.2	-5	2.6	0	-2
CC1CCCCC1NC(=O)CCCCn1c(=O)[nH]c2ccsc2c1=O (centres undefined)	-5	1	-1.3	0	-8	0.0	2	2.4	-4	-3
CCCCC(=O)Nc1cccc(NC(=O)c2cccc(Br)c2)c1	3	-6	-0.1	2	-9	0.1	-8	0.5	-5	-1
O=C(Nc1ccccc1O)c1ccc2c(c1)C(=O)N(N1C(=O)c3ccccc3C1=O)C2=O	-9	10	0.3	12	-2	-0.2	2	-0.6	-1	-4
CC(C)C[C@H](NC(=O)C1CC(=O)N(c2ccc3c(c2)OCO3)C1)C(=O)NC1CCCCC1 (some centres undefined)	0	3	0.5	0	-7	-0.2	-5	0.6	2	-1
Cc1ccc(CSC2=NCCN2C(=O)c2ccco2)cc1	2	1	-0.2	-2	0	-0.2	-4	0.1	0	-2
O=C(COC(=O)c1cccc(S(=O)(=O)N2CCOCC2)c1)Nc1nc(-c2ccccc2Cl)cs1	-2	-4	2.0	14	-9	-0.9	1	1.2	2	4
Cc1ccc(NS(=O)(=O)c2cccc(C(=O)NCc3ccccn3)c2)cc1	-2	0	-1.0	8	1	-0.4	-6	0.1	2	-3
CN(CC(=O)Nc1cccc(F)c1)C(=O)/C=C/c1cn(Cc2ccccc2)nc1-c1cccnc1	-7	-7	-0.6	-56	-4	0.0	-30	0.4	-2	-4
C[C@@H]1CN([C@@H](C)CO)S(=O)(=O)c2ccc(-c3ccc(C#N)cc3)cc2O[C@@H]1CN(C)Cc1ccccn1	3	2	0.3	-13	x	-0.1	-17	-0.4	-1	-3
C=CCc1ccc(OCCOCCN(C)C)c(OC)c1	-7	-4	-0.6	8	-5	0.1	2	-4.7	-2	-1
Fc1cccc(Cc2c(-c3ccc(Cl)cc3)nc3ccc(Cl)cn23)c1	-6	6	-0.1	-6	x	-0.1	-5	3.7	1	-1
COc1ccc(C2=NN(C(=O)c3cccs3)C(O)(C(F)(F)F)C2)cc1 (centres undefined)	1	2	0.8	9	-10	-0.3	-4	3.0	2	-2
COc1ccc(NC(=O)Cn2cnc3c(cnn3C(C)(C)C)c2=O)cc1OC	1	0	1.0	-5	-4	0.6	-5	-1.4	1	-3
Cc1cc2ccccc2n2c(SCC(=O)NCc3cccs3)nnc12	1	1	-0.8	0	-5	0.6	2	0.5	2	-3
COc1ccc(C2(SCC(N)C(=O)O)c3ccccc3-c3ccccc32)cc1 (centres undefined)	3	-31	-0.4	-21	2	-0.2	-7	3.0	2	0
Cn1c(SCCOc2ccc(F)cc2)nnc1-c1ccncc1	5	0	-0.4	-4	-7	-0.7	-5	-0.2	-1	-6
O=C(NCc1ccco1)C(c1cccs1)N(Cc1ccccc1)C(=O)Cn1nnc2ccccc21 (centres undefined)	-1	-2	-0.6	-4	-11	-1.2	-3	1.3	-4	-4
CCc1cc2c(COC(=O)c3c(C)noc3C)cc(=O)oc2cc1O	-9	-3	1.2	1	0	-0.3	2	-21	3	-3
CCC(C)NS(=O)(=O)c1ccc(NS(C)(=O)=O)cc1 (centres undefined)	-2	-3	1.2	-8	3	1.8	1	-0.1	-1	-10
CCOC(=O)Cn1c(=O)oc2cc(S(=O)(=O)NCc3ccccn3)ccc21	3	0	-1.0	-20	-3	-1.2	26*	0.1	-5	-6
CCOC(=O)N1CCN(C(=O)c2ccc3oc(CCc4ccccc4)nc3c2)CC1	5	7	0.9	0	x	-0.3	-6	-1.4	-2	-3
Cc1cc(Oc2ccc(OCC(N)=O)nn2)nc(Cl)n1	-4	3	-0.3	8	-1	-0.6	1	-0.8	-6	-4
C[C@@H]1CN([C@@H](C)CO)C(=O)c2cc(NS(C)(=O)=O)ccc2O[C@@H]1CN(C)Cc1ccc(C(F)(F)F)cc1	-5	9	1.0	2	58*	-0.3	3	-0.4	-5	-10
Cc1ccc(S(=O)(=O)CCC(=O)OCC(=O)N(Cc2ccccc2)C(C)C)cc1	1	0	-1.3	-12	-3	0.0	-12	-0.8	1	-3
CCOC(=O)c1sc(N)c(C(=O)OC)c1C	0	0	1.0	5	-5	1.4	-3	-0.3	-4	-4
CCOC(=O)C1=C(C)NC(C)=C(C(=O)OCC)C1c1ccc(OC)c(OC)c1	2	-2	0.1	-3	x	-0.2	-9	-0.5	1	0

Overlap with the part before: 2 entries, then new ones.
SMILES	SUMO1-SIM PPI	DNMT1 block	MsrA inh	NRP1-CendR mod	Scp-1 inhibitor	Tb MetRS inh	E coli Lon inh	LMPTP inh	STEP inh	bovine MsrA act
CCOC(=O)c1sc(N)c(C(=O)OC)c1C	0	0	1.0	5	-5	1.4	-3	-0.3	-4	-4
CCOC(=O)C1=C(C)NC(C)=C(C(=O)OCC)C1c1ccc(OC)c(OC)c1	2	-2	0.1	-3	x	-0.2	-9	-0.5	1	0
CCOc1ncccc1C(=O)Nc1cccc(Cl)c1Cl	-4	2	1.8	-2	-5	-0.5	-7	-0.6	1	2
CCN(CC)C(=O)C1=C(C)N(Cc2ccccc2)C(=O)C(CC(=O)NCc2cccc3ccccc23)C1 (centres undefined)	-1	-3	0.2	3	x	-1.4	-2	0.0	0	-4
O=C(CCNC(=O)c1ccc(Cl)cc1)NCc1ccco1	4	13	-1.0	-4	-5	-0.2	-13	-0.1	0	-2
COc1cc(OC)cc(C(=O)Nc2ccc(N3CCN(C(=O)c4cccs4)CC3)cc2)c1	42*	-4	-0.5	-5	-2	0.2	-8	2.6	3	-2
Cc1cccc(CNC(=O)CCCn2nc(C)c3c(C)n(-c4ccccc4)nc3c2=O)c1	4	2	1.0	18	-7	-0.5	1	-1.6	0	-2
COc1ccccc1C(=O)Nc1ccc2c(c1)C(=O)NC2=O	-33	0	0.3	4	-3	0.6	-7	-10.0	-1	-2
Cc1ccc([N+](=O)[O-])cc1NC(=O)C(C)Sc1nnc(C)n1CC1CCCO1 (centres undefined)	-17	0	1.6	2	-3	-0.3	-9	-0.9	-2	-1
COc1ccc(-c2nn(-c3ccccc3)cc2/C=C(\CC(=O)O)c2nc3ccccc3s2)cc1OC	-6	-9	3.3	-5	1	-0.9	2	0.4	1	-8
CCCc1c(C)[nH]c2nc3ccccc3n2c1=O	16	3	-0.2	6	-9	-0.6	-2	-0.5	-2	-7
O=C1Nc2ccccc2C1=O	-32	-5	-1.0	4	4	0.4	-4	1.3	-3	-6
Cc1ncc(C23CC4CC(CC(C4)C2)C3)[nH]1	1	2	-0.5	-3	-8	-0.7	-10	-0.9	1	-2
NS(=O)(=O)c1cccc(NC(=O)CSc2ncc(C(F)(F)F)cc2Cl)c1	0	5	-0.7	15	5	-0.5	-17	-1.2	-1	-9
CCOC(=O)N1CCN(C(=O)c2cn(-c3ccc(C)c(C)c3)c(=O)c3ccccc23)CC1	1	1	0.1	-6	-5	0.2	-11	-1.1	1	-4

Limited to MsrA inh, for two of the compounds above:
Compound | MsrA inh
Cc1cccc(CNC(=O)CCCn2nc(C)c3c(C)n(-c4ccccc4)nc3c2=O)c1 | 1.0
COc1ccccc1C(=O)Nc1ccc2c(c1)C(=O)NC2=O | 0.3
